Bioassay records (PubChem BioAssay)
APE1 inh = qHTS Assay for Inhibitors of the Human Apurinic/apyrimidinic Endonuclease 1 (APE1). DNA repair nuclease/redox regulator APEX1 (Homo sapiens), P27695. recombinant APE1, TAMRA/BHQ-2 abasic DNA cleavage fluorescence. Potency, µM (series often up to 65.8 µM), inactives show top-dose activity change, negative = inhibition, usual class: inhibitors. hit rate 0.35% among 350,000;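 note: potency is the fitted concentration of half-maximal effect; plate controls were vehicle for no effect and reference inhibitor for full effect; nearly all actives have a fitted effect of over 55% in size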
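Enzyme (0.75 nM final) and test compound are incubated 15 min at room temperature before adding 50 nM quenched THF abasic-site duplex. Cleavage dequenches TAMRA, followed at 525/598 nm over three reads one minute apart.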
ERG-DNA inh = qHTS for Small Molecule Inhibitors of the ERG Ets/DNA interaction; Transcriptional regulator ERG (Homo sapiens), P11308; fluorescence polarization, His-ERG Ets domain / labelled DNA; Potency, µM (titrated, usually from 76.9 µM), without a hit: at the highest dose FP activity, negative = inhibition, most hits filed as inhibitors; hit rate 0.028% among 370,000; AID 624246, 2012; active = well fitted inhibition curve with a large enough effect in the polarisation, with a control signal flat; inconclusive = small, poorly fitted or top-dose-only effect, or effect the other way, or a change in a side signal; inactive = no such curve, though single readings can be large or run the other way; the % refers to the polarisation;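 note: polarization taken with two DNA probes labelled with fluorescein and Texas red; potency is the fitted concentration of half-maximal effect; % of control where 0% means no effect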
Target sequence (P11308 whole entry, looked up, the tested form may be a part): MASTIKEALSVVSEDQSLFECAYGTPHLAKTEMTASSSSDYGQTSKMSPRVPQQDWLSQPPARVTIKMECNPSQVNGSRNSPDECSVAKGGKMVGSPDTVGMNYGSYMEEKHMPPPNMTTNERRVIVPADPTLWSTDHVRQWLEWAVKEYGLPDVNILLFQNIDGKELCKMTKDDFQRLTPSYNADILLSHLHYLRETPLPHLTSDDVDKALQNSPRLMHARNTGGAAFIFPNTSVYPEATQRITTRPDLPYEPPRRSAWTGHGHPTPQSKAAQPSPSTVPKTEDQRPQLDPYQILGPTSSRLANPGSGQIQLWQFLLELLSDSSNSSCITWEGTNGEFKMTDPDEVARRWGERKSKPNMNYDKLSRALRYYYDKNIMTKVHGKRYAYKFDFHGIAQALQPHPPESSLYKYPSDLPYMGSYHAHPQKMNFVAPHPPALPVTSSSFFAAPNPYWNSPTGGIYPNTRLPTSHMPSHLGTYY
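His-tagged ERG Ets domain (1 uM in the protein solution; 300mM KCl, 50mM Tris-HCl, 1mM EDTA, 1mM DTT, pH 7.5) received compound, then a probe mix of 5 nM fluorescein-DNA and 100nM Texas-615-DNA. Fluorescence polarization was read for both dyes.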
Anesthetic bind = qHTS Assay for Identification of Novel General Anesthetics | hit rate 0.074% among 350,000 | Ferritin light chain (Equus caballus), P02791 | apoferritin/1-aminoanthracene competitive binding, fluorescence | AID 485281, 2010 | Potency, µM (series often up to 77.5 µM), without a hit: top-dose activity change, negative = displacement, most hits filed as inhibitors; note: potency is the fitted concentration of half-maximal effect; % is set by controls: 0 for no effect and ±100 for the full control effect; nearly all actives have a fitted effect of over 20% in size
Target sequence (P02791 2-175 limits assumed): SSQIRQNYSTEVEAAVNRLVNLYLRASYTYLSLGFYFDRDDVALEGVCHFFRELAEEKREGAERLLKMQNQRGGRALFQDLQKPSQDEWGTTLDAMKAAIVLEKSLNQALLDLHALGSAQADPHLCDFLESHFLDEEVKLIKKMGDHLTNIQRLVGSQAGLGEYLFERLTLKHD
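Horse-spleen apoferritin (10 uM) was mixed with 50% saturated 1-aminoanthracene in PBS, exposed to compounds for 10 min at room temperature, and read for fluorescence (ex 380 nm, em 535 nm). Competitive displacement was fitted with a four-parameter Hill equation.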
Pol beta inh = qHTS Assay for Inhibitors of DNA Polymerase Beta. P06746. Pol beta primer extension/strand displacement, fluorescence kinetic. Potency, µM (titrated, usually from 114 µM), for inactives: at the top dose activity change, negative = inhibition, actives largely listed as inhibitors. hit rate 1.3% among 340,000; note: potency is the fitted concentration of half-maximal effect; % is set by controls: 0 for no effect and ±100 for the full control effect
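Enzyme-only controls used 10 nM Pol beta; buffer lacking enzyme served as negative control. Compound preincubated 15 min, then 50 nM substrate added; 0 and 10 min reads at room temperature.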
POLI inh = qHTS for Inhibitors of Polymerase Iota. DNA polymerase iota (Homo sapiens), Q9UNA4. Pol iota fluorescent replication assay, 10 min. Potency, µM (series often up to 115 µM), inactives show at the highest dose activity, negative = inhibition, hits mostly inhibitors. hit rate 1% among 390,000. AID 588590, 2011; note: potency is the fitted concentration of half-maximal effect
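Fluorescent replication assay read twice, at 0 min and 10 min after adding 50 nM (final) substrate. Enzyme (10 nM) and compounds were first incubated 15 min at room temperature; enzyme-free buffer wells were negative controls.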
BLM helicase inh = qHTS Assay for Inhibitors of Bloom's syndrome helicase (BLM). RecQ-like DNA helicase BLM (Homo sapiens), P54132. recombinant BLM DNA unwinding, fluorescence dequenching. Potency, µM (titrated, usually from 56.1 µM), without a hit: at the top dose activity change, negative = inhibition, hits mostly inhibitors. hit rate 0.2% among 350,000. AID 2528, 2010;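 note: potency is the fitted concentration of half-maximal effect; plate controls were vehicle for no effect and no enzyme for full effect; nearly all actives have a fitted effect of over 35% in size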
TRHR agonist = qHTS for Small Molecule Agonists and Allosteric Enhancers of Human TRH Receptor: Primary Screen for Agonists; hit rate 0.18% among 360,000; activation, % at 2 µM; TRHR cells, calcium flux fluo-8, FDSS agonist mode; Thyrotropin-releasing hormone receptor (Homo sapiens), P34981; in the data active = activation above about 30%; note: 0% is about no effect
Target sequence (P34981 whole entry, looked up): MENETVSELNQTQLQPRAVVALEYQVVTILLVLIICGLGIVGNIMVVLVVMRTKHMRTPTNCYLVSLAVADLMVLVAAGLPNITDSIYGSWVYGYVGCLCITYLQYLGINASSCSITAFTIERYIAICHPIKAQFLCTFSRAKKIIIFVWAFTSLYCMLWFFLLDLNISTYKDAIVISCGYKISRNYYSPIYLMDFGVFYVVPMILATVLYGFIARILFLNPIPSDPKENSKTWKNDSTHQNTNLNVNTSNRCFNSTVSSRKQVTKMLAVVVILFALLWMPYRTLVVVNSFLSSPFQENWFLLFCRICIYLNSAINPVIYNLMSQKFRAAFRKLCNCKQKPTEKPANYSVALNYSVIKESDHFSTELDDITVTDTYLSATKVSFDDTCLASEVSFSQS
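Fluo-8-loaded TRHR cells; 10 s baseline, compound added, kinetic Ca2+ fluorescence read 1/s, agonist mode.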
ALOX12 inh = Primary qHTS assay for inhibitors of human arachidonate 12S-lipoxygenase (ALOX12): Round 2; purified 12hLO, xylenol orange hydroperoxide absorbance; Potency, µM (series often up to 108 µM), for inactives: top-dose activity change, negative = inhibition, most hits filed as inhibitors; hit rate 1.1% among 580,000; AID 1671190, 2021; note: potency is the fitted concentration of half-maximal effect; % is set by controls: 0 for no effect and ±100 for the full control effect
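Purified human 12hLO (150 nM final) in 25 mM Hepes, 0.01% Triton X-100, pH 7.0 was preincubated 15 min at room temperature with compound. Then 40 uM arachidonic acid was added, 30 min. Hydroperoxide was read by Fe-XO absorbance ratio 573/405 nm.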
POLK inh = qHTS for Inhibitors of Polymerase Kappa; DNA polymerase kappa (Homo sapiens), Q9UBT6; purified Pol kappa, fluorescent DNA synthesis assay, 10 min; Potency, µM (highest dose often 107 µM), without a hit: at the highest dose activity, negative = inhibition, hits mostly inhibitors; hit rate 0.53% among 400,000; note: potency is the fitted concentration of half-maximal effect; % is set by controls: 0 for no effect and ±100 for the full control effect
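Inhibition of 10 nM Pol kappa is measured by a fluorescent read-out at 0 and 10 min following addition of 50 nM substrate (final), with a 15-min room-temperature compound preincubation.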
* = called active by the depositor; i = inactive; ? = inconclusive; . = no result given; & = joins results of further samples; [ ] = remark or other dose. Unless noted, calls come from the whole dose curve; as a rule, active = well fitted curve in the direction sought with a large enough effect; inconclusive = small, poorly fitted or top-dose-only effect, or another doubt; inactive = no such curve, though single readings can be large; an effect the other way counts as inactive or inconclusive. The list is partial, so the mix of outcomes need not match the whole.

SMILES	APE1 inh	ERG-DNA inh	Anesthetic bind	Pol beta inh	POLI inh	BLM helicase inh	TRHR agonist	ALOX12 inh	POLK inh
CC1C=CCC2C(=O)N(c3cccc(C(=O)Nc4ccc(Br)cc4)c3)C(=O)C12 (stereo not given)	-1.5%	1.3%	-17.1%	36.0%	-23.1%	-12.5%	1.2	-27.1%	-8.6%
CC1CCCCN1C(=S)NCc1ccccc1 (stereo not given)	-3.1%	-10.0%	-3.4%	19.0%[57.1 µM]	6.8%	2.1%	-0.7	1.0%	-5.9%
O=C(O)c1ccc(NS(=O)(=O)c2ccc(N3CCCC3)c([N+](=O)[O-])c2)cc1	18.8%	-7.3%	8.2%	-4.9%	13.5%	-3.6%	-0.1	-1.6%	-3.6%
CC(C)NS(=O)(=O)c1cc(F)ccc1CN1C(=O)c2cccnc2C1=O	1.1%	0.1%	-3.2%	3.6%	-22.9%	-4.7%	1.2	-20.1%	-14.9%
O=C(O)c1ccc(C=C(c2nc3ccccc3s2)c2nc3ccccc3s2)cc1	3.5%	3.3%	-8.3%	-0.3%	?	-12.3%	-0.1	?	-11.0%
CC(=O)c1ccc(N2CCN(C(=O)c3cn(C)c(=O)c4c3c3ccccc3n4C)CC2)cc1	.	1.9%	-11.7%	-0.2%	25.5%	3.0%	3.8	0.0%	12.0%
NC(=O)c1ncn([C@@H]2O[C@H](CNCc3cccc4c3sc3ccccc34)[C@@H](O)[C@H]2O)n1	.	16.2%	.	.	12.7%	.	.	-1.4%	7.1%
O=C1CCCCN1CCCC(=O)N1CCCC(Nc2ccc(F)c(F)c2)C1 (stereo not given)	3.9%	6.2%	-4.4%	-1.4%	9.4%	0.2%	-1.3	12.0%	-13.8%
CCOC(=O)c1cc(S(=O)(=O)Nc2ccc(OC)cc2OC)cn1C	78.2%	7.0%	-9.5%	0.3%	?	-0.1%	-0.6	14.5%	-11.4%
CN(C)S(=O)(=O)c1cc(C(=O)OCCn2cnc3c2c(=O)n(C)c(=O)n3C)ccc1Cl	-6.4%	12.1%	-15.1%	-25.6%	71.7%[activator]	0.3%	-0.3	3.2%	-5.7%
S=C(NNC(=S)NC1CC2CCC1C2)NC1CC2C=CC1C2 (stereo not given)	5.9%	1.5%	-17.0%	-3.3%	41.5%[activator]	-5.2%	0.6	28.1%	-12.1%
COc1ccc(C)cc1NC(=O)CSc1nc(=O)n(Cc2ccccn2)c2c1CCC2	.	9.2%	-17.0%	18.0%	5.6%	1.3%	-1.1	-9.8%	-6.4%[60.1 µM]
CCC1(c2ccc(F)cc2)NC(=O)N(CC(=O)N2CCc3ccccc32)C1=O (stereo not given)	9.9%	0.8%	.	.	-11.1%	.	4.7	186.4%[activator]	-21.6%
C[C@H](NC(=O)[C@@H]1Cc2ccccc2CN1)C(=O)NC1CCCC1	46.6%[activator]	-17.2%	-1.9%	27.7%	-8.8%	-0.6%	-0.1	-0.9%	3.4%
COC(=O)c1ccc(/C=N/NC(=S)NCCN2CCOCC2)cc1	-6.9%	3.7%	-9.2%	6.4%	40.7%[activator]	-0.7%	0.9	-21.2%	-8.1%
CCC(C)Sc1ccc([C@@H]2[C@H]3C(=O)N(CC)C(=O)[C@H]3[C@]3(C(=O)OC)CCCN23)cc1OC (stereo not given in full)	-11.1%	7.2%	.	.	-19.0%	.	0.0	?	-10.6%
Oc1c(C(c2ccccc2)N2CCC(O)CC2)sc2nc(-c3ccco3)nn12 (stereo not given)	.	5.1%	-9.0%	4.0%	-14.2%	2.9%	-0.7	-22.2%	-4.0%[60.1 µM]
CN(C)CCNC(=O)CNC(=S)N(Cc1ccccc1)Cc1ccccc1F	21.2%	-0.9%	-0.5%	21.6%	90.2%[activator]	1.9%	0.8	18.8%	7.9%
CC(=O)Nc1nnc(SCC(=O)NCCOc2ccccc2)s1	-1.0%	8.5%	2.6%	29.2%	5.8%	-0.4%	0.4	0.0%	-10.1%
COc1cc(Cl)c(NS(=O)(=O)c2ccc(-c3coc(C)n3)cc2)c(OC)c1	.	2.6%	-2.3%	-3.4%	-1.3%	-2.2%	0.5	0.0%	-11.4%[60.1 µM]
N#Cc1ccccc1NC(=O)CSc1nc(-c2ccccc2)cc(C(F)(F)F)c1C#N	.	3.1%	-2.0%	-1.2%	2.9%	-3.7%	41.6*	-0.3%	-3.3%
COc1ccc(CN2CCN(Cc3c[nH]c4ccccc34)CC2CCO)c(F)c1 (stereo not given)	60.6%	-5.7%	2.9%	9.1%	85.0%[activator]	-3.7%	1.3	?	-4.9%
COc1cccc(N(CC(=O)N2CCc3ccccc3C2)S(C)(=O)=O)c1	-9.3%	-1.2%	-9.7%	17.5%	22.9%	-4.1%	0.2	-16.6%	-3.1%
COc1cccc(CN=C2Nc3ccccc3CS2)c1	-1.2%	-5.3%	?	-0.8%	57.9%[activator]	-9.0%	2.5	-1.8%	-0.9%
CN(C)c1cc(-c2ccc(C#N)cc2)oc(=O)c1Cl	-2.7%	14.0%	3.3%	3.3%	-6.5%	0.0%	-0.2	38.2%[activator]	-22.7%
Cc1cccc2sc(N3CCN(C(=O)CS(=O)(=O)c4ccc(F)cc4)CC3)nc12	.	7.0%	-2.0%	-22.5%	19.4%	-5.0%	-0.2	-14.8%	-6.9%[60.1 µM]
Cn1c(/N=C/c2cccs2)nc2ccccc21	-2.5%	.	-10.4%	25.0%	19.5%	1.0%	-0.5	1.4%	-8.9%
O=C(NCc1ccco1)c1cccc2c1C(=O)c1ccc(N3CCC(Cc4ccccc4)CC3)cc1S2(=O)=O	-12.9%	0.9%	.	.	-4.4%	.	.	.	-29.0%
Cc1cc(/C=N/n2c(COc3ccccc3)nc3ccccc3c2=O)c(O)c([N+](=O)[O-])c1	-3.6%	0.4%	5.9%	-5.1%	-13.0%	-9.5%	0.2	-6.2%	-16.5%
CN(C)S(=O)(=O)c1ccc(N=Cc2c(C(F)(F)F)[nH][nH]c2=O)cc1	-6.3%	3.3%	-9.1%	29.0%	15.6%	-5.4%	0.2	-15.6%	-1.2%
O=C(Cn1c(CO)nc2ccccc21)NCc1ccc2c(c1)OCO2	2.6%	19.0%	-9.6%	42.2%	39.5%	1.0%	-0.6	-12.8%	1.0%
COc1ccc(C2CC(c3ccccc3)Nc3nc(NC(=O)c4ccco4)nn32)cc1 (stereo not given)	2.5%	11.6%	?	-0.1%	-5.1%	-4.5%	-0.5	0.1%	2.1%
COc1cccc2c1OC1(C)CC2N(C(=O)c2ccco2)C(=S)N1c1ccc(F)cc1 (stereo not given)	-3.0%	0.5%	-20.4%	24.2%	14.1%	-4.2%	-0.3	-21.0%	-1.4%
COC(=O)/C=C/c1ccc(C(=O)NCC(=O)N[C@@H](CCC(=O)OC)C(=O)N[C@@H](CC(C)C)C(N)=O)cc1	-1.6%&2.0%	.	3.6%&-2.6%	.	.	-1.5%	.	5.4%	8.1%[60.1 µM]
C/C(=N/Nc1nc(C)cc(-c2ccccc2)n1)c1ccco1	6.8%	2.9%	-13.8%	15.3%	2.2%	-0.6%	-1.0	-7.4%	3.0%
O=C(c1cccnc1)N(Cc1ccccc1)c1ccccc1	8.8%	-4.1%	3.1%	6.7%	29.8%	1.4%	-0.1	26.2%	-5.6%

Whole records, looked up by structure.
Results for `O=C(c1cccnc1)N(Cc1ccccc1)c1ccccc1` → APE1 inh = 8.8%; ERG-DNA inh = -4.1%; Anesthetic bind = 3.1%; Pol beta inh = 6.7%; POLI inh = 29.8%; BLM helicase inh = 1.4%; TRHR agonist = -0.1; ALOX12 inh = 26.2%; POLK inh = -5.6%
Results for `O=C(NCc1ccco1)c1cccc2c1C(=O)c1ccc(N3CCC(Cc4ccccc4)CC3)cc1S2(=O)=O` → APE1 inh = -12.9%; ERG-DNA inh = 0.9%; Anesthetic bind = .; Pol beta inh = .; POLI inh = -4.4%; BLM helicase inh = .; TRHR agonist = .; ALOX12 inh = .; POLK inh = -29.0%
Results for `O=C(Cn1c(CO)nc2ccccc21)NCc1ccc2c(c1)OCO2` → APE1 inh = 2.6%; ERG-DNA inh = 19.0%; Anesthetic bind = -9.6%; Pol beta inh = 42.2%; POLI inh = 39.5%; BLM helicase inh = 1.0%; TRHR agonist = -0.6; ALOX12 inh = -12.8%; POLK inh = 1.0%

The results go on.
SMILES	APE1 inh	ERG-DNA inh	Anesthetic bind	Pol beta inh	POLI inh	BLM helicase inh	TRHR agonist	ALOX12 inh	POLK inh
CCCCC1CCC(C(=O)OCC(=O)N(CCOC)c2c(N)n(Cc3ccccc3)c(=O)[nH]c2=O)CC1 (stereo not given)	32.8%	3.3%	.	.	17.0%	.	0.1	0.9%	-11.9%
Cc1cccc(/C=N/NC(=O)C2CCCNC2=O)c1 (stereo not given)	3.7%	5.3%	-11.6%	0.1%	10.8%	-7.6%	-0.4	?	1.7%
O=C(NNC(=O)c1ccco1)c1ccccc1	5.3%	-23.8%	5.0%	-12.1%	10.5%	0.9%	0.1	22.7%	-9.8%
CCOC(=O)c1nnsc1N	?	6.7%	32.2%[activator]	26.0%	-17.6%	0.1%	0.4	i	12.4%
